# Screening data (PubChem BioAssay)
# Wnt bcat act: Wnt/beta-catenin pathway activators, primary screen, cell-based, plate reader, single point; actives 1.2% (n = 300,000); Wnt/beta-catenin reporter cell assay, activator; AID 743398, 2014; activation, % at 9.35 µM; in the data active means activation above about 30%, passing the limit was not always enough; inconclusive means no clear call, values can overlap the other calls;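 further: 0% = neutral control wells and 100% = positive control wells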
# HTR5A ag ctr: HTR5A agonists in luminescence cell assay, primary screen, counter-screen for OPRM1-OPRD1 heterodimer agonist project, full-deck HTS; activation, % at 9.3 µM; cell-based; actives 0.61% (n = 340,000); in the data active means activation mostly above about 9.5%, no sharp cut-off; inactive means mostly below about 7.6%;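 further: 0% = cells with vehicle only and 100% = reference agonist; strong numbers were not always called active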
# Target sequence (P47898 whole entry, looked up): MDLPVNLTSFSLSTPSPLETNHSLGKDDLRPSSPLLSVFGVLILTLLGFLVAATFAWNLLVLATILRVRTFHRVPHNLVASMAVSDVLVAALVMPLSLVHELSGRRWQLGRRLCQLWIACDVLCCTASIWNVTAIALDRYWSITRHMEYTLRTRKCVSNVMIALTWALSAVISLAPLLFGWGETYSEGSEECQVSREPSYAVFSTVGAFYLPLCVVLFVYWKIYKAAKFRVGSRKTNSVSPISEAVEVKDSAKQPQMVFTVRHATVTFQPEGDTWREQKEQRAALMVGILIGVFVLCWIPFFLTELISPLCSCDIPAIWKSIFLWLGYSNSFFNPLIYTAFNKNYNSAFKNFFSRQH
# NSD2 inh: NSD2 histone methyltransferase inhibitors, primary screen, biochemical, AlphaScreen, single concentration, set 2 | inhibition, % at 12.5 µM | actives 0.54% (n = 310,000) | AID 743445, 2014 | NSD2 peptide methylation, 120 min | Histone-lysine N-methyltransferase NSD2 (Homo sapiens), O96028; in the data active means inhibition above about 50%
# dFosB act: activators of delta FosB homodimer, primary screen, biochemical, fluorescence polarization, TAMRA-CDK5 oligo, single point; activation, % at 25 µM; actives 0.99% (n = 340,000); purified delta FosB; percent of positive-control signal above neutral wells; Protein FosB (Mus musculus), P13346;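 active means mean activation above about 17%, with every replicate also reaching it, limit read from the data, passing the limit was not always enough; inconclusive means only one of the two conditions met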;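 further: fluorescence polarization rise as delta FosB binds a TAMRA Cdk5 AP-1 oligo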
# V-ATPase pH: regulators of yeast V-ATPase proton pumping, primary screen, pHLuorin cytosolic pH fluorescence | S. cerevisiae | response, % at 10 µM | actives 0.37% (n = 350,000); in the data active means response mostly above about 7.3%, no sharp cut-off; inactive means mostly below about 5.4%; further: actives read high; inactives centre near 0; some compounds called inactive have numbers as strong as hits; reference of the scale not given here
# SR-BI HDL uptake: inhibitors of SR-BI mediated HDL lipid uptake, primary screen, ldlA[mSR-BI] cells, fluorescence, single point; ldlA[mSR-BI] CHO cells, DiI-HDL uptake fluorescence, 3 h; inhibition, % at 12.5 µM; actives 0.96% (n = 320,000);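 active means mean replicate inhibition of at least 70% and a set share of replicates each scoring 70 or more; inconclusive means meets just one of the two criteria; inactive means fails both criteria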;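 further: 0% = median of neutral control wells and 100% = median of positive control wells; values of inactives mirror those of a sister screen read the other way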
# MITF act: activators of MITF-driven TRPM1 promoter reporter, primary screen, cell-based, SK-MEL-5, luciferase, single point; SK-MEL-5 TRPM1-promoter luciferase, 24 h; % of positive control, neutral wells = 0; activation, % at 12.5 µM; actives 0.75% (n = 300,000); AID 588334, 2011;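 active means mean activation of at least 80% with every replicate also reaching 80%; inconclusive means mean reaches 80% but some replicate falls short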;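 further: 0% = neutral control wells and 100% = parthenolide positive control wells; values of inactives mirror those of a sister screen read the other way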
# PvdQ acylase: P. aeruginosa PvdQ acylase inhibitors, primary screen, biochemical, fluorescence, plate reader and imaging, single point | PvdQ acylase [Pseudomonas aeruginosa LESB58] | purified PvdQ acylase | inhibition, % at 10 µM | actives 0.063% (n = 340,000); in the data active means inhibition above about 30%, passing the limit was not always enough; inconclusive means no clear call, values can overlap the other calls;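 further: 0% = vehicle neutral wells and 100% = reference inhibitor wells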
# CDK5 p35 inh: inhibitors of human CDK5/p35 kinase, primary screen, biochemical, single concentration. Recombinant CDK5/p35, ADP-Glo luminescence, 60 min. inhibition, % at 10 µM. actives 0.01% (n = 330,000);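 active means highest replicate inhibition of at least 50% and at least 75% of replicates reaching 50%; inconclusive means only one of the two criteria met; inactive means both criteria failed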;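 further: plate controls were DMSO neutral control for no effect and GW8510 at 10 µM for full effect; many of its hits are not listed in these tables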
# Target sequence (Q00535 whole entry, looked up): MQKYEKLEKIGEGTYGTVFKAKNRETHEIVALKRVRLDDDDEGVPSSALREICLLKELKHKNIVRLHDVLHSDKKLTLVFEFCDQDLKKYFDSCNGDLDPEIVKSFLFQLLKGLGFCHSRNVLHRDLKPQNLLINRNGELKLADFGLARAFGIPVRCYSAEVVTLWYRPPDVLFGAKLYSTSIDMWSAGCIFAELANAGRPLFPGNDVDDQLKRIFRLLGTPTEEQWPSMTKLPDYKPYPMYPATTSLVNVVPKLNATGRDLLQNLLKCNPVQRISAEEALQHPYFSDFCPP
# Target sequence (Q15078 whole entry, looked up): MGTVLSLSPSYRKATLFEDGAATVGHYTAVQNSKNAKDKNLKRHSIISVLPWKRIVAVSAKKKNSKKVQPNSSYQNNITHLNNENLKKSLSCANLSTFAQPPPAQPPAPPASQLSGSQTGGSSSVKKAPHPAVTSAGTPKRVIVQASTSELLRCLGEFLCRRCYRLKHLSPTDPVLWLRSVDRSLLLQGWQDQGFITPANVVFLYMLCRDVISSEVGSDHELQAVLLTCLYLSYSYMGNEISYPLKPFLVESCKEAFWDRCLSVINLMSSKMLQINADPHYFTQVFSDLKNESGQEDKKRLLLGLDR
# HTR5A inv ctr: HTR5A inverse agonists in luminescence cell assay, primary screen, counter-screen for OPRM1-OPRD1 heterodimer inverse agonist project, full-deck HTS. inhibition, % at 9.3 µM. HTR5A cell line, inverse agonism. AID 504634, 2011. actives 0.083% (n = 340,000). 5-hydroxytryptamine receptor 5A (Homo sapiens), P47898; in the data active means inhibition mostly above about 23%, no sharp cut-off; inactive means mostly below about 18%;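 further: 0% = cells with DMSO and 100% = no-cell wells with DMSO; some compounds called inactive have numbers as strong as hits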
# * hit, by the source's call; ? = inconclusive; · = not tested or not shown.
cpd	smiles	Wnt bcat act	HTR5A ag ctr	NSD2 inh	dFosB act	V-ATPase pH	SR-BI HDL uptake	MITF act	PvdQ acylase	CDK5 p35 inh	HTR5A inv ctr
1	CCOC(=O)C(C)OC(=O)C1=C(C)NC(=O)NC1c1ccc2c(c1)OCO2 (stereo not drawn)	-1	2	0	-3	-2	-3	·	-12	1.5	-7
2	COc1cc(NS(=O)(=O)c2ccc(NC(=O)c3ccc(C)o3)cc2)nc(OC)n1	·	3	3	-5	2	-20	-2	0	2.7	-36
3	C#CCN(C)CC/C=C1\c2ccccc2CSc2ccccc21	-1	-2	17	-2	3	15	5	0	0.6	13
4	CC(=O)N(CCC1(C(C)C)CCOC(C)(C)C1)Cc1ccco1 (stereo not drawn)	3	1	2	-6	2	8	-6	-7	-1.3	-4
5	O=C(/C=C/c1ccc(F)cc1)Nc1ccc2[nH]c(=O)[nH]c2c1	1	2	2	-12	-1	·	3	-10	-0.1	1
6	CC1CCCCN1S(=O)(=O)c1ccc([N+](=O)[O-])cc1 (stereo not drawn)	-1	1	5	2	-4	-20	·	8	-0.2	-4
7	CNC(=O)c1ccsc1NC(=O)c1sc2ccccc2c1Cl	?	4	·	11	-3	23	77	-8	0.4	-10
8	O=C(NCc1ccccc1)/C(=C/c1ccco1)NC(=O)c1ccco1	-1	3	-1	-11	-2	8	-3	1	0.8	-8
9	O=C(c1cccnc1Nc1ccc2c(c1)CCC2)N1CCOCC1	·	-7	30	8	0	-30	-11	-8	-2.3	-5
10	Cc1ccc(NC(=O)C(C)Sc2n[nH]c(CNc3ccccc3)n2)cc1 (stereo not drawn)	-2	-5	1	-18	1	·	-9	-14	-0.2	14
11	N#CC(c1ccc(O)cc1)N1CCOCC1 (stereo not drawn)	-4	2	-3	-2	-4	-6	-1	3	0.3	-6
12	Nc1nc(SCCO)[nH]c(=O)c1NC(=O)c1ccccc1F	-5	8	-3	-3	1	-6	4	-12	1.3	-2
13	O=C(CSc1nnnn1C1CCCCC1)NCc1ccccc1	·	1	2	-2	0	-8	·	-1	-0.9	3
14	O=C(Cc1ccc(NC2=NC3CS(=O)(=O)CC3S2)cc1)NCc1ccc(Cl)cc1 (stereo not drawn)	0	3	·	2	-2	-30	·	-18	1.5	3
15	CC(NC(=O)Cn1cc([N+](=O)[O-])cn1)c1ccc(C(C)(C)C)cc1 (stereo not drawn)	0	-3	-1	-3	1	8	·	-16	1.1	11
16	COc1ccc(-c2oc(NC(=O)CCl)c(C#N)c2-c2ccc(OC)cc2)cc1	0	4	-1	-15	0	22	-48	12	1.6	-9
17	C/C(=N\NC(=O)c1ccoc1C)c1ccccc1O	18	-5	-1	6	-6	95*	15	-14	1.4	11
18	CCOc1ccc(-c2nc(N)ncc2Oc2ccc(OC)cc2)c(O)c1	0	5	1	-9	1	17	7	-7	0.5	5
19	CCCCN(CCCNC(=O)C1CCN(S(=O)(=O)N2CCOCC2)CC1)Cc1ccccc1	·	0	-3	1	0	·	-3	-4	-1.5	-44
20	C=C(C)c1cccc(C(C)(C)NC(=O)N2CCOCC2)c1	·	-4	-3	1	0	-8	-30	-9	-0.5	9
21	Cc1ccc(N2C(=O)C3CCC(C)(C2=O)C3(C)C)cc1C (stereo not drawn)	-1	3	-5	2	1	-30	-11	-9	-0.1	15
22	CCOc1ccc(NC(=O)C2CCN(S(=O)(=O)CC)CC2)cc1	2	0	2	-3	-4	-2	·	-2	-5.9	1
23	Cc1ccc(C(=O)CCC(=O)NCc2ccccc2)cc1	0	-2	-4	0	0	-7	4	-11	-0.6	9
24	C#CCSc1ncc(S(=O)(=O)c2ccccc2)c(=O)[nH]1	5	5	-4	-8	0	-12	-3	-14	1.2	-9
25	Cc1ccccc1C(=O)O/N=C1\CCS(=O)(=O)c2sccc21	·	-2	-1	-2	-5	7	77	-5	1.3	5

# One compound at a time (already shown). Order of screens: Wnt bcat act	HTR5A ag ctr	NSD2 inh	dFosB act	V-ATPase pH	SR-BI HDL uptake	MITF act	PvdQ acylase	CDK5 p35 inh	HTR5A inv ctr
# Listed for `CCOc1ccc(-c2nc(N)ncc2Oc2ccc(OC)cc2)c(O)c1` : 0	5	1	-9	1	17	7	-7	0.5	5
# Listed for `Cc1ccc(NC(=O)C(C)Sc2n[nH]c(CNc3ccccc3)n2)cc1` (stereo not drawn) : -2	-5	1	-18	1	·	-9	-14	-0.2	14

# (listing goes on)
cpd	smiles	Wnt bcat act	HTR5A ag ctr	NSD2 inh	dFosB act	V-ATPase pH	SR-BI HDL uptake	MITF act	PvdQ acylase	CDK5 p35 inh	HTR5A inv ctr
26	Cc1ccc(/C=C(\NC(=O)c2ccccc2)C(=O)NCC2CCCO2)o1 (stereo not drawn)	?	9	-2	-3	1	-7	-3	8	-1.7	-21
27	O=C(N/N=C/c1ccc([N+](=O)[O-])o1)c1ccccc1NS(=O)(=O)c1cccs1	-5	2	·	-4	-3	·	18	2	-5.4	-22
28	COc1ccc(Cc2nnc(NC(=O)C(C)(C)C)s2)cc1	0	-2	-1	-7	-2	-13	0	-15	-2.1	4
29	CCCCCc1ccc(OCCCC[n+]2ccccc2)c(CCCCC)c1	·	9	13	-1	0	-13	-88	-4	0.2	5
30	COC(=O)C1CCN(C(=O)NC2CCCCC2)CC1	-3	-3	-3	1	1	-12	2	0	-0.3	5
31	Cc1nc2sc3c(O)cc(=O)[nH]c3c2c(C)c1C	·	1	0	-1	4	-11	-8	-6	-1.2	-14
32	CC(C)OCCCn1c(=S)[nH]c2ncccc2c1=O	0	-1	-2	2	-2	-11	9	4	0.6	-5
33	O=C(Nc1nnc(SCc2ccc(Cl)cc2)s1)c1cnccn1	-1	-1	·	-10	-2	0	4	1	-3.5	26
34	Cc1ccc(NC(=O)COC(=O)c2cc(Cl)ccc2[N+](=O)[O-])cc1	-2	4	3	-7	-2	-18	1	-6	0.5	-7
35	CCOc1ccc(Br)cc1S(=O)(=O)Nc1cccc(S(=O)(=O)N2CCOCC2)c1	5	1	·	-11	2	-8	22	-6	-2.5	-2
36	COC(=O)[C@]1(Cc2ccccc2)N[C@H](CN(C)C(=O)NC(C)C)[C@@H]2C(=O)N(Cc3ccccc3)C(=O)[C@@H]21	-1	1	·	-14	-2	-4	-2	10	10.0	-5
37	O=C(O)c1ccccc1C(=O)c1ccc(Oc2ccccc2)cc1	-1	0	-1	-4	-1	-36	-10	-2	-0.3	0
38	CCS(=O)(=O)N1Cc2ccccc2CC1C(=O)N1CCN(c2ccccc2)CC1 (stereo not drawn)	·	2	2	-1	1	-25	·	15	-0.4	-7
39	CCC1CCc2c(sc(NC(=O)CSc3nc(-c4ccco4)cc(C(F)(F)F)n3)c2C#N)C1 (stereo not drawn)	·	-2	1	-7	5	1	-7	9	3.0	6
40	COCCCNC(=S)NC(=O)c1ccccc1	·	-1	-1	0	1	-4	18	-9	0.3	2
41	COc1ccc(NC(=O)N2c3ccccc3C(C)=CC2(C)C)cc1	1	1	3	1	1	-2	-13	7	3.6	-3
42	CCOC(=O)NC(NC(=O)OCC)C(=O)c1ccc(F)cc1	·	2	1	9	2	0	7	1	-1.0	9
43	Cc1ccc(S(=O)(=O)N2CCN(C(=O)CCC(=O)NCc3ccc(F)cc3)CC2)cc1	·	1	-2	-6	-1	-5	11	-1	0.2	-1
44	Cc1csc2nc(CSc3nncn3-c3ccccc3)c(Br)n12	·	-5	0	1	1	-6	5	-14	-0.2	14
45	N#C/C(=C/c1cc(Cl)c(O)c(Cl)c1)C(=O)N1CCCCC1	0	4	3	-1	2	-3	·	-1	-2.2	-16
46	NS(=O)(=O)c1ccc(CNC(=O)c2scc3c2CCCC3)cc1	-1	2	0	-1	5	-16	-15	-16	1.2	-7
47	O=C(COC(=O)c1cccc(Cl)c1)Nc1cc(Cl)ccc1Oc1ccccc1	1	0	-4	-9	-1	-41	5	-2	-1.4	-30
48	COCCNC(=O)c1cc2c(s1)-c1ccc(Cl)cc1SC2	43*	5	0	-3	1	52	42	-6	-0.5	-18
49	O=C(O)CCC(=O)N1CCc2c([nH]c3ccccc23)C1C(F)(F)F (stereo not drawn)	0	-3	2	9	1	22	8	-8	-2.9	13
50	CCCCNC(=O)C1CCN(c2nc(OC)nc(OC)n2)CC1	-2	-1	-1	-3	-3	-9	4	-1	-0.9	2
51	COc1cc(C(=O)NCCCNc2nc3cc(C)cc(C)c3cc2C#N)cc(OC)c1OC	·	1	·	2	-4	49	2	9	-2.4	10
52	CCN1C(=NCC(C)C)N[C@@H](CCc2ccccc2)[C@H](C(=O)NCC(C)C)[C@H]1C	·	1	·	-8	0	-2	-6	-14	-0.5	-14
53	COc1ccc(C)cc1NC(=O)CSCc1cc(=O)n2c(C)csc2n1	-1	-2	1	-3	-3	-19	13	-11	1.7	5
54	CCOC(=O)C1=C(C)Nc2nnnn2C1c1ccc(OC)c(Br)c1 (stereo not drawn)	0	0	·	-6	-2	42	3	-5	0.6	1
55	CCOC(=O)c1c(C)[nH]c(C)c1S(=O)(=O)NCCc1sccc1C	-2	2	1	-13	-3	14	-3	4	0.3	-11

# Some of these compounds in order of molar mass, falling:
cpd	smiles	Wnt bcat act	HTR5A ag ctr	NSD2 inh	dFosB act	V-ATPase pH	SR-BI HDL uptake	MITF act	PvdQ acylase	CDK5 p35 inh	HTR5A inv ctr
51	COc1cc(C(=O)NCCCNc2nc3cc(C)cc(C)c3cc2C#N)cc(OC)c1OC	·	1	·	2	-4	49	2	9	-2.4	10
43	Cc1ccc(S(=O)(=O)N2CCN(C(=O)CCC(=O)NCc3ccc(F)cc3)CC2)cc1	·	1	-2	-6	-1	-5	11	-1	0.2	-1
47	O=C(COC(=O)c1cccc(Cl)c1)Nc1cc(Cl)ccc1Oc1ccccc1	1	0	-4	-9	-1	-41	5	-2	-1.4	-30
44	Cc1csc2nc(CSc3nncn3-c3ccccc3)c(Br)n12	·	-5	0	1	1	-6	5	-14	-0.2	14
52	CCN1C(=NCC(C)C)N[C@@H](CCc2ccccc2)[C@H](C(=O)NCC(C)C)[C@H]1C	·	1	·	-8	0	-2	-6	-14	-0.5	-14
54	CCOC(=O)C1=C(C)Nc2nnnn2C1c1ccc(OC)c(Br)c1 (stereo not drawn)	0	0	·	-6	-2	42	3	-5	0.6	1
53	COc1ccc(C)cc1NC(=O)CSCc1cc(=O)n2c(C)csc2n1	-1	-2	1	-3	-3	-19	13	-11	1.7	5
55	CCOC(=O)c1c(C)[nH]c(C)c1S(=O)(=O)NCCc1sccc1C	-2	2	1	-13	-3	14	-3	4	0.3	-11
48	COCCNC(=O)c1cc2c(s1)-c1ccc(Cl)cc1SC2	43*	5	0	-3	1	52	42	-6	-0.5	-18
50	CCCCNC(=O)C1CCN(c2nc(OC)nc(OC)n2)CC1	-2	-1	-1	-3	-3	-9	4	-1	-0.9	2
